Wnt act: activators of Wnt/beta-catenin signaling; Wnt/beta-catenin reporter cell assay, activator, plate reader; activation, % at 9.35 µM; 300,000 tested, 1.2% active; AID 743398; in the data active = activation above about 30%, passing the limit was not always enough;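 also: 0% = neutral control wells and 100% = positive control wells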
V-ATPase pH: alters yeast V-ATPase proton transport; S. cerevisiae, pHLuorin cytosolic pH fluorescence; response, % at 10 µM; 350,000 tested, 0.37% active; AID 504577; in the data active = response mostly above about 7.3%, no sharp cut-off; inactive = mostly below about 5.4%; also: actives read high; inactives centre near 0; some compounds called inactive have numbers as strong as hits; reference of the scale not given here
An asterisk follows results filed as active.

`O=C1NC(=S)NC(=O)C1=Cc1ccc2c(c1)CCN2CCCCl` gave V-ATPase pH 0.
For O=P(OCCCl)(OCCCl)OCCCl the results were Wnt act 3.
`C=C1C(=O)OC2CCN3CC=C(COC(=O)C(C)(O)C4(CO4)C1C)C23` (configuration not stated) gave Wnt act -2.
Screening O=c1[nH]c2ccccc2n1C1CCN(Cc2ccc(-c3nc4ccc(F)cc4nc3-c3ccccc3)cc2)CC1 returned Wnt act -3.
Screening CCCCn1nnnc1C(c1cccs1)N1CCC2(CC1)C(=O)NCN2c1ccccc1 (configuration not stated) returned Wnt act -1.
For CNCC(=O)c1ccc(O)c(O)c1 the results were Wnt act -2.
Screening Clc1cccc(N2Cc3ccccc3-n3nncc3C2)c1 returned Wnt act -1.
O=C1c2ccccc2-n2nncc2C2c3cc(Br)ccc3CCN12 (configuration not stated) was read as Wnt act 0.
For O=C1NCN(c2ccccc2)C12CCN(C(c1nnnn1C1CCCCC1)C1CC1)CC2 (configuration not stated) the results were Wnt act 4.
For COc1cccc(C(c2nnnn2-c2c(C)cccc2C)N2CCC(n3c(=O)[nH]c4ccccc43)CC2)c1OC (configuration not stated) the results were Wnt act -3.
For COc1ccc(CN2Cc3cc(-c4ccc(OC)cc4)ccc3-n3nncc3C2)cc1 the results were Wnt act 0.
For c1ccc(CCN2CCC3CCNC3C2)cc1 (configuration not stated) the results were Wnt act 2.

Gathered by group, the entries above with an aryl methoxy group (two)
For COc1cccc(C(c2nnnn2-c2c(C)cccc2C)N2CCC(n3c(=O)[nH]c4ccccc43)CC2)c1OC (configuration not stated) the results were Wnt act -3.
For COc1ccc(CN2Cc3cc(-c4ccc(OC)cc4)ccc3-n3nncc3C2)cc1 the results were Wnt act 0.

Other records.
CCCN(CCC)CCc1c[nH]c2ccccc12 was read as Wnt act -1.
For Brc1ccc2c(c1)-n1nncc1CN(CC1CCCCC1)C2 the results were Wnt act -1.
`Fc1ccc2nc(-c3ccc(CN4CCC(n5nnc6ccccc65)CC4)cc3)c(-c3ccccc3)nc2c1` gave Wnt act 0.
For Clc1cc(Cl)cc(CN2Cc3cc(Br)ccc3-n3nncc3C2)c1 the results were Wnt act -5.
`CC[C@]12CCN(CC3(O)CC3)C(Cc3ccc(O)cc31)C2(C)C` gave Wnt act 1.
`COC(=O)C1C(OC(=O)c2ccccc2)CC2CCC1[N+]2(C)C` (configuration not stated) gave Wnt act -1.
`CCN(CC)C(=O)[C@@H]1C=C2c3cccc4[nH]c(Br)c(c34)C[C@H]2N(C)C1` gave Wnt act -2.
`COc1ccc(-n2nnnc2C(C2CC2)N2CCC(n3c(=O)[nH]c4ccccc43)CC2)cc1` (configuration not stated) gave Wnt act -5.
For CC1C2Cc3ccc(O)cc3C1(C)CCN2CC1CC1 (configuration not stated) the results were Wnt act -1.
`O=C1NCN(c2ccccc2)C12CCN(C(CCc1ccccc1)c1nnnn1C1CCCC1)CC2` (configuration not stated) gave Wnt act -4.
For N#Cc1ccc(NC(=S)N2Cc3ccc(Br)cc3-n3nncc3C2)cc1 the results were Wnt act -3.
For Cc1ccc(S(=O)(=O)N2Cc3cc(-c4cccc(F)c4)ccc3-n3nncc3C2)cc1 the results were Wnt act -2.

Retrieved by compound from the list above:
For c1ccc(CCN2CCC3CCNC3C2)cc1 (configuration not stated) the results were Wnt act 2.
For O=P(OCCCl)(OCCCl)OCCCl the results were Wnt act 3.

The listing continues.
`Cc1cc(O)ccc1Cl` gave Wnt act 1.
c1cc2c(cc1-c1ccc3c(c1)OCO3)CNCc1cnnn1-2 was read as Wnt act -1.
Screening Clc1ccc([C@@H]2CC3CCC2N3)cn1 (some centres not stated) returned Wnt act -1.
Cc1cccc2nc(-c3ccccc3)c(-c3ccc(CN4CCC(n5c(=O)[nH]c6ccccc65)CC4)cc3)nc12 was read as Wnt act -8.
`CCCCCN1C(=O)c2ccccc2[C@@]2(C(=O)OCC)Cc3cc(Cl)ccc3[C@@H]12` gave Wnt act -6.
Screening O=C(c1ccccc1)N1Cc2cc(Br)ccc2-n2nncc2C1 returned Wnt act -2.
For c1ccc(-c2ccc3c(c2)CNCc2cnnn2-3)cc1 the results were Wnt act -1.
`COc1cccc(-c2ccc3c(c2)C2c4cnnn4-c4ccccc4C(=O)N2CC3)c1` (configuration not stated) gave Wnt act -6.
`COc1ccc2c(c1)C13CCN4CC5=CCOC6CC(=O)N2C1C6C5CC43` (configuration not stated) gave Wnt act -3.
c1cc2c(cc1N1CCCCC1)CNCc1cnnn1-2 was read as Wnt act -1.
`O=C1CC2OCC=C3CN4CCC56c7ccccc7N1C5C2C3CC46O` (configuration not stated) gave Wnt act -1.
For N#CC12c3ccccc3C(=O)N1Cc1cnnn1-c1ccccc12 (configuration not stated) the results were Wnt act -1.

The closing 4 compounds of the part before come first, to join the parts:
`COc1ccc2c(c1)C13CCN4CC5=CCOC6CC(=O)N2C1C6C5CC43` (configuration not stated) gave Wnt act -3.
c1cc2c(cc1N1CCCCC1)CNCc1cnnn1-2 was read as Wnt act -1.
`O=C1CC2OCC=C3CN4CCC56c7ccccc7N1C5C2C3CC46O` (configuration not stated) gave Wnt act -1.
For N#CC12c3ccccc3C(=O)N1Cc1cnnn1-c1ccccc12 (configuration not stated) the results were Wnt act -1.
For Cc1cc(N2CCNC[C@@H]2C)ccc1N1CCN[C@@H](C)C1 the results were Wnt act -1.
For C/C(=N\NC(=O)c1ccncc1)c1c(O)[nH]c(=O)[nH]c1=O the results were Wnt act 1.
COc1ccc(C(c2nnnn2-c2ccc3c(c2)OCCO3)N2CCC3(CC2)C(=O)NCN3c2ccccc2)cc1 (configuration not stated) was read as Wnt act -1.
CSCCC(c1nnnn1Cc1ccccc1)N1CCC2(CC1)C(=O)NCN2c1ccccc1 (configuration not stated) was read as Wnt act -2.
CCN(C)C(C)Cc1cccc(C(F)(F)F)c1 (configuration not stated) was read as Wnt act -3.
`COc1cc(C(=O)N2Cc3ccc(Br)cc3-n3nncc3C2)cc(OC)c1OC` gave Wnt act 1.
`CSCCC(c1nnnn1-c1c(C)cccc1C)N1CCC(n2c(=O)[nH]c3ccccc32)CC1` (configuration not stated) gave Wnt act -4.
`CC(C)C(CN1CCC(C)(c2cccc(O)c2)[C@@H](C)C1)NC(=O)C1Cc2ccc(O)cc2CN1` (some centres not stated) gave Wnt act -3.
For O=C1NCN(c2ccccc2)C12CCN(C(c1ccccc1)c1nnnn1Cc1ccccc1)CC2 (configuration not stated) the results were Wnt act -1.
For CN1CC2CN(Cc3ccccc3)S(=O)(=O)C2C1 (configuration not stated) the results were Wnt act -2.
Cc1ccc(C(=O)NCCN2CCC3(CC2)C(=O)NCN3c2ccccc2)cc1 was read as Wnt act 2.
Screening O=C1c2cccc(N3CCNCC3)c2C2CCCCN12 (configuration not stated) returned Wnt act 1.
Screening Cc1ccc(OC(=O)N(C)C[C@H]2OCc3cnnn3CCCC(=O)N([C@@H](C)CO)C[C@@H]2C)cc1 returned Wnt act -2.
Screening S=C(NCCc1ccccc1)N1Cc2ccc(Br)cc2-n2nncc2C1 returned Wnt act -3.
Screening N#Cc1ccc2nc(-c3ccc(CN4CCC(n5c(=O)[nH]c6ccccc65)CC4)cc3)c(-c3ccccc3)nc2c1 returned Wnt act -3.
CCCCn1nnnc1C(CC)N1CCC2(CC1)C(=O)NCN2c1ccccc1 (configuration not stated) was read as Wnt act -1.
CO[C@H]1C=CCCC=CC(=O)O[C@H]([C@H](C)C(=O)CCCC2CC(=O)NC(=O)C2)C(C)=C[C@@H](C)[C@@H]1O was read as Wnt act -3.
COC(=O)[C@@]1(Sc2ccc(C)cc2)CC(=O)N(P(=O)(OC)OC)[C@@H]1c1ccccc1 was read as Wnt act -4.
`N#C/C(=C\c1cccc(O)c1)C(=O)O` gave Wnt act -2.
`O=S(=O)(c1cc(Cl)cc(Cl)c1)N1Cc2cc(-c3cccc(F)c3)ccc2-n2nncc2C1` gave Wnt act -1.
CCOC(=O)[C@]12Cc3cc(C)ccc3[C@H]1N(Cc1ccccc1)C(=O)c1cc(OC)ccc12 was read as Wnt act -6.
Cc1cc(Br)cn2c(CC(=O)N3CCCCC3)c(-c3ccc(F)cc3)nc12 was read as Wnt act -1.
O=S(=O)(c1ccc(Cl)cc1)N1Cc2ccc(Br)cc2-n2nncc2C1 was read as Wnt act 12.
CCOC(=O)[C@]12Cc3cc(Cl)ccc3[C@H]1N(C)C(=O)c1cc(OC)ccc12 was read as Wnt act -6.

By substructure: those above containing a cyano group (4)
For N#Cc1ccc(NC(=S)N2Cc3ccc(Br)cc3-n3nncc3C2)cc1 the results were Wnt act -3.
For N#CC12c3ccccc3C(=O)N1Cc1cnnn1-c1ccccc12 (configuration not stated) the results were Wnt act -1.
Screening N#Cc1ccc2nc(-c3ccc(CN4CCC(n5c(=O)[nH]c6ccccc65)CC4)cc3)c(-c3ccccc3)nc2c1 returned Wnt act -3.
`N#C/C(=C\c1cccc(O)c1)C(=O)O` gave Wnt act -2.

(further entries)
Screening CN1CC[C@@H]2CN[C@H](c3ccccc3Br)C[C@@H]21 returned Wnt act -2.
O=c1[nH]c2ccccc2n1C1CCN(C(c2ccccc2OC(F)(F)F)c2nnnn2-c2ccc3c(c2)OCCO3)CC1 (configuration not stated) was read as Wnt act -3.
`O=C(NC1CN2CCC1CC2)c1ccc(Cl)cc1` (configuration not stated) gave Wnt act -1.
For COc1ccc(-c2ccc3c(c2)CN(C(=S)NCCc2ccccc2)Cc2cnnn2-3)cc1 the results were Wnt act -2.
O=C1NCN(c2ccccc2)C12CCN(C(c1cccc3ccccc13)c1nnnn1-c1ccc3c(c1)OCCO3)CC2 (configuration not stated) was read as Wnt act -3.
`O=C(CCc1ccccc1)N1Cc2cc(-c3ccccc3)ccc2-n2nncc2C1` gave Wnt act -1.
Screening O=C1NCN(c2ccccc2)C12CCN(C(c1cc3ccccc3o1)c1nnnn1Cc1ccccc1)CC2 (configuration not stated) returned Wnt act -2.
Screening O=C1NCN(c2ccccc2)C12CCN(C(c1cccs1)c1nnnn1C1CCCCC1)CC2 (configuration not stated) returned Wnt act -1.
`CCOC(=O)[C@]12Cc3cc(Cl)ccc3[C@H]1N(Cc1ccccc1)C(=O)c1cc(OC)ccc12` gave Wnt act -12.
CC12CCC(O)CC1CCC1C2CCC2(C)C(C(=O)CO)CCC12 (configuration not stated) was read as Wnt act 0.
Screening CCOC(=O)[C@]12Cc3ccc(C)cc3[C@H]1N(C1CCCCC1)C(=O)c1ccccc12 returned Wnt act -3.
`CCOC(=O)[C@]12Cc3ccccc3[C@H]1N(C1CCCCC1)C(=O)c1cc(OC)ccc12` gave Wnt act -3.
COc1ccc(N2C(=O)/C(=C/C=C/c3ccccc3[N+](=O)[O-])C(=O)NC2=S)cc1 was read as Wnt act 0.
CCOC(=O)[C@]12Cc3c(cc(OC)c(OC)c3OC)[C@H]1N(C(C)C)C(=O)c1cc(OC)ccc12 was read as Wnt act -11.
Screening COc1ccc(-n2nnnc2C(CCSC)N2CCC(n3c(=O)[nH]c4ccccc43)CC2)cc1 (configuration not stated) returned Wnt act -1.
`O=c1[nH]c2ccccc2n1C1CCN(C(CCc2ccccc2)c2nnnn2C2CCCCC2)CC1` (configuration not stated) gave Wnt act -7.
Screening Cc1cccc(C)c1-n1nnnc1C(C1CC1)N1CCC(n2c(=O)[nH]c3ccccc32)CC1 (configuration not stated) returned Wnt act 0.
Screening C[C@H]1COc2cc(N3CCN(C)CC3)ccc2S(=O)(=O)N1 returned Wnt act -1.
For CSCCC(c1nnnn1C1CCCCC1)N1CCC(n2c(=O)[nH]c3ccccc32)CC1 (configuration not stated) the results were Wnt act -1.
`CC(C)Oc1ccc(Cc2c(O)[nH]c(=O)[nH]c2=O)cc1` gave Wnt act -1.
Screening S=C(NCCc1ccccc1)N1Cc2cc(N3CCCCC3)ccc2-n2nncc2C1 returned Wnt act -2.
Screening CN1OC[C@@H]2CN3C4(C[C@@H]21)c1ccccc1C3(c1ccccc1)c1ccccc14 returned Wnt act -1.
`CS(=O)(=O)N1Cc2cc(Br)ccc2-n2nncc2C1` gave Wnt act -1.
`Fc1ccc(N2Cc3ccccc3-n3nncc3C2)cc1` gave Wnt act -2.
O=C1C2CC=CCC2C(=O)N1SC(Cl)(Cl)Cl (configuration not stated) was read as Wnt act 3.
`CCOC(=O)[C@]12Cc3cc(Cl)ccc3[C@H]1N(C1CCCCC1)C(=O)c1cc(OC)ccc12` gave Wnt act -20.

Screening results from PubChem BioAssay.

The list is partial (hit frequency here may not be typical).
